# Bioassay records (PubChem)
# KDM5B inhibitor – blocks human KDM5B histone demethylase activity. Q9UGL1. KDM5B demethylase, FDH-coupled NADH fluorescence (FDH is formaldehyde dehydrogenase). Potency, µM (highest dose often 57.7 µM), for inactives: at the highest dose activity change, negative = inhibition, hits mostly inhibitors. hit rate 2.6% among 220,000. AID 1347165; active = well fitted inhibition curve with a large enough effect; inconclusive = small, poorly fitted or top-dose-only effect; inactive = no such curve, though single readings can be large or run the other way; note: 0% is about no effect; nearly all actives have a fitted effect of over 70% in size
#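 Inhibition is measured as reduced NADH fluorescence generation from FDH coupling to formaldehyde release. Truncated KDM5BΔAP at 200 nM final acts on H3K4me3 peptide (12.5 µM in substrate mix) in pH 7.5 HEPES buffer with Tween-20, 30 min, room temperature.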
# * = called active by the depositor; ? = inconclusive; [ ] = dose if it differs, or a comment. Potency is the fitted concentration of half-maximal effect.
# The first four records, to show the layout:
SMILES	KDM5B inhibitor
COc1ccc(C(=O)N2CCC(Cc3nc(C4CC4)n[nH]3)C2)cc1 (stereo unspecified)	31%
OCC1CN(c2ncccn2)CC12CCN(Cc1c[nH]c3ccccc13)CC2 (stereo unspecified)	?
CCN(CC)S(=O)(=O)c1ccc(C)c(NS(=O)(=O)c2cccc(C(C)=O)c2)c1	-5%
COCCNC(=O)c1nc(-c2ccc(OC)cc2)c2ccccn12	89µM*

# This part in full, previewed entries included:
SMILES	KDM5B inhibitor
COc1ccc(C(=O)N2CCC(Cc3nc(C4CC4)n[nH]3)C2)cc1 (stereo unspecified)	31%
OCC1CN(c2ncccn2)CC12CCN(Cc1c[nH]c3ccccc13)CC2 (stereo unspecified)	?
CCN(CC)S(=O)(=O)c1ccc(C)c(NS(=O)(=O)c2cccc(C(C)=O)c2)c1	-5%
COCCNC(=O)c1nc(-c2ccc(OC)cc2)c2ccccn12	89µM*
Cc1ccccc1C(=O)Nc1sc(C)c(C)c1C#N	156%[activator]
Cc1nc(CNC(=O)c2cc(COc3c(F)cccc3F)on2)cs1	5%
Cc1ccc(-c2nc(CS(=O)CC(=O)NCc3ccc(Cl)cc3)c(C)o2)cc1 (stereo unspecified)	18%
O=C(NCc1ccccc1)c1cnc(N2CCCCC2)c2ccccc12	?
CN(Cc1ccon1)C(=O)c1coc(COc2ccc(F)cc2Cl)n1	-9%
OC1(CN2CCC(c3nc(-c4ccccc4)no3)CC2)CNCCOC1 (stereo unspecified)	-32%

# Of the compounds above, these contain a Cl atom:
SMILES	KDM5B inhibitor
Cc1ccc(-c2nc(CS(=O)CC(=O)NCc3ccc(Cl)cc3)c(C)o2)cc1 (stereo unspecified)	18%
CN(Cc1ccon1)C(=O)c1coc(COc2ccc(F)cc2Cl)n1	-9%

# The list goes on:
SMILES	KDM5B inhibitor
CCc1noc(C(C)N2CCC(c3ccnn3CCO)CC2)n1 (stereo unspecified)	12%
COc1cccc2cc(S(=O)(=O)N3CCCC(C)C3)c(=O)oc12 (stereo unspecified)	-3%
Cn1c2c(c3ccccc31)CN(C(=O)Nc1ccccc1)CC2	22µM*
O=S(=O)(c1ccc(-c2cnc(C3CC3)o2)cc1)N1CCN(c2ccccc2)CC1	-15%
Cc1nc(C2CC(O)C2)cc(N2CCN(C(=O)c3cccs3)CC2)n1 (stereo unspecified)	39%[activator]
O=C(Nc1cccc(Cl)c1)c1cc(S(=O)(=O)N2CCCc3ccccc32)ccc1F	-27%
COc1ccc(-c2cc(-c3nc(-c4cc(OC)c(OC)c(OC)c4)no3)[nH]n2)c(OC)c1	13%
O=C(Nc1ccc(OC(F)F)cc1)c1nc(S(=O)(=O)Cc2ccc(F)cc2)ncc1Cl	?
N#Cc1ccc(CNC(=O)[C@@H]2Cc3nc[nH]c3CN2Cc2cc3ccccc3o2)cc1	?
CN(C)C[C@@H]1CN(C)C[C@H]1NS(=O)(=O)c1cccc(C(F)(F)F)c1	-25%
Cc1ccc(C(=O)NC[C@H]2O[C@@H](CC(=O)Nc3ccccc3)[C@H](O)[C@@H]2O)cc1	-9%[86.2 µM]
COc1ccc(S(=O)(=O)Nc2ccc3oc4c(c3c2)C(=O)CC(C)(C)C4)cc1	-38%
CC(NC(=O)c1ccsc1)C1CCCO1 (stereo unspecified)	26%
CCOc1ccc(NC(=O)N2CCC(CN3CCc4ccccc4C3)CC2)cc1	5%
Cn1ccnc1CN1C[C@@H]2C[C@H]1C(=O)N(CC1CC1)c1ccccc1O2	-29%[86.2 µM]
Cc1cc(OC(C)C(=O)Nc2cccnc2)ccc1Cl (stereo unspecified)	10%
O=C(CCCc1ccccc1)N1CC(c2noc(COc3ccccc3)n2)C1	-12%
CCCN(CCC)C(=O)Cc1c(C)[nH]c2ccc(F)cc12	5%
O=C(NCc1ccco1)c1ccc2c(c1)N(Cc1ccc(Cl)cc1)C(=O)c1ccccc1S2=O (stereo unspecified)	?
O=C(N[C@@H]1CN(C2CCSCC2)C[C@H]1CO)c1cccnc1	?
COc1cc(NC(=O)Cn2cccc2-c2nc(-c3ccc(F)cc3)no2)cc(OC)c1	2%
O=C1[C@H]2CN(Cc3cc(F)ccc3F)C[C@H]2C(=O)N1Cc1ccc2c(c1)OCO2	-17%
Cc1nc(NC(C)C)sc1C(=O)NCc1ccco1	-3%
CCC[C@H]1CN(C(=O)c2nc(-c3ccccc3)[nH]c2C)C[C@@H]1N	-12%
O=C(CCS(=O)(=O)c1cccc2nonc12)Nc1c(F)cccc1F	-17%
COCCNC(=O)[C@@H]1C[C@H](Oc2ccccc2)CN1C(=O)c1cc2ccccc2[nH]1	?
CCNC(=O)N(C1CC1)C1CCOC2(CCN(C(=O)Cc3cccc(F)c3)CC2)C1 (stereo unspecified)	23%
COc1ccc(CCN(C)Cc2nc(-c3ccccn3)no2)cc1OC	-19%
Cc1ccc(-c2ccc3nnc(CNC(=O)c4ccncc4)n3n2)cc1C	28µM*
Cc1ccc(NC(=O)N2CCCn3c(SCC(=O)c4ccccc4)nnc32)cc1	18%
CCCc1cc(=O)[nH]c(SCc2nc(-c3cccc(OC)c3)no2)n1	11%
CCc1ccccc1NC(=O)CSc1nnc2[nH]c(=O)c(Cc3ccc(C)cc3)nn12	0%
CCn1cc(CN2CCC(n3nccc3NC(=O)c3cccc(F)c3)CC2)c(C)n1	2%
CN(Cc1ccccc1)c1ncnc2c1CCN(C(=O)[C@@H](N)CO)CC2	2%
CCCC(=O)Nc1cc(-c2nc3cccnc3s2)ccc1C	?
Cc1ccc(C2NC(=O)N(CC(=O)N3CCN(c4ccccc4)CC3)C3=C2C(=O)OC3)cc1 (stereo unspecified)	11%
O=C(CCCc1c[nH]c2ccccc12)N1CCN2CCS(=O)(=O)N(C3CC3)C(=O)C2C1 (stereo unspecified)	22%
N#Cc1cccc(C(=O)NC(c2cccs2)C2CCCC2)c1 (stereo unspecified)	10%
O=C(C1=C(c2ccccc2)S(=O)(=O)CCO1)N(Cc1ccc(F)cc1)c1ccccn1	15%
Cc1ccc(-c2nc3ccccc3s2)cc1S(=O)(=O)N1CCCC1	?
COc1cccc(NC(=O)c2nnn(Cc3nc(-c4ccc(OC(C)C)cc4)oc3C)c2N)c1	?
CNC(=O)[C@@H](Cc1ccccc1)N1CCC[C@H]1C(=O)NCCN(C)C	3%[86.2 µM]
CC1=C(C(=O)OC(C)C)C(c2ccc(F)cc2)NC(=O)N1c1ccc2c(c1)OCO2 (stereo unspecified)	-8%
COC(=O)c1ccc(Cn2c(SCC(=O)N(C)c3ccccc3)nc3ccccc32)cc1	-21%
COCC(=O)N[C@@H]1CN(Cc2ccccc2F)C[C@H]1CO	1%
Cc1cccc(N2CCN(C(=O)c3ccccc3NC(=O)Cn3c(C)cc(C)c(C#N)c3=O)CC2)c1C	-16%
Cn1cnc2c1c(=O)n(CC(=O)Nc1ccccc1Oc1ccccc1Cl)c(=O)n2C	-11%
COc1cc(C2C(C#N)=C(SCc3ccccc3)NC3=C2C(=O)CCC3)cc(OC)c1OC (stereo unspecified)	?
Cn1ccc(C(=O)N2CC3ON=C(C(=O)N4CCOCC4)C3C2)n1 (stereo unspecified)	1%[149 µM]
COc1ccc2c(c1)c1c(c(=O)n(-c3cc(Cl)ccc3C)c(=O)n1Cc1ccc(F)cc1)n2C	?

# The listing continues.
SMILES	KDM5B inhibitor
COc1ccccc1OCCNC(=O)c1ccc(Cn2ccn3nc4c(c3c2=O)CCCC4)cc1	25µM*
CCOC(=O)c1cc(-c2ccc(F)cc2)n(CCC(=O)NC2CCCCC2)c1C	-30%
CCCn1nc(C(=O)Nc2ncc(Cc3ccc(Cl)cc3)s2)ccc1=O	-4%
COc1ccccc1-c1ccc(CN2CCCC(c3nc4ccc(F)cc4c(=O)[nH]3)C2)cc1 (stereo unspecified)	?
O=C1CCN(C(=O)C2CCN(C(=O)CCCc3ccccc3)CC2)CCCCCCN1	-22%
O=C(Nc1cccc(Cl)c1)c1cnc2ccccc2n1	3%
COc1ccc(CCNCc2cc(C)n(-c3ccc(OC)cc3)c2C)cc1	?
Cc1cc(C(=O)N2CC(F)(F)C[C@H]2c2nnc(C)o2)c(C)o1	?
Cc1ccc(CNc2oc(-c3ccco3)nc2C#N)cc1	?
CCC(O)c1cc2n(n1)CCN(C(=O)c1ccc(-c3ccccc3)n1C)C2 (stereo unspecified)	-15%
COc1cc(OC)cc(N2C(=O)[C@@H]3C[C@@H](NC(=O)c4cccn4C)CCN3C2=O)c1	6%[86.2 µM]
NC(=O)[C@@H]1CCCN1C(=O)c1ccc2oc(-c3cccc(F)c3)nc2c1	?
CC(On1nnc2ccc(Cl)cc21)C(=O)Nc1cc(Cl)cc(Cl)c1 (stereo unspecified)	9%
CCOc1cc(CNC(=O)c2ncoc2-c2cccc(C)c2)ccc1OC	-24%
COc1cc(C#N)ccc1OC(C(=O)NC1CC1)c1ccc(F)cc1 (stereo unspecified)	18%
CCCc1nn(C)c2c(=O)[nH]c(-c3cc(S(=O)(=O)Nc4ccccc4C)ccc3OCC)nc12	?
CCn1nc(C(=O)OCC(=O)Nc2cc(C)on2)c2ccccc2c1=O	13%
NS(=O)(=O)c1ccc(CNC(=O)c2cc(-c3cccnc3)nc3ccc(Br)cc23)cc1	0%
CCCc1noc(-c2nc(-c3ccccc3F)no2)n1	4%
O=S(=O)(Cc1csc(Cc2ccccc2)n1)Cc1ccccc1F	-9%
Cn1nc2n(c1=O)CCN(Cc1ccncc1F)CC2	-26%
CC(C)N1C(=O)C2(CCCC2)C1C(=O)NCCCN1CCN(c2ccccc2)CC1 (stereo unspecified)	12%
Cc1cc(Cl)ccc1OCC(=O)N1CCC2(CCCNC2=O)C1 (stereo unspecified)	-10%
CC(C)NC(=O)c1nc(-c2ccc(Cl)nc2)c2ccccn12	32µM*
CCCC12CN3CC(CCC)(CN(C1)C3c1c(C)[nH]c(=O)[nH]c1=O)C2=O (stereo unspecified)	-10%
O=C1CC(Cc2ccc(Br)cc2)C(=O)N1c1ccc2ccccc2n1 (stereo unspecified)	4%
COc1ccc(NC(=O)Cn2cnc3ccc(S(=O)(=O)N4CCC(C)CC4)cc3c2=O)cc1Cl	-7%
O=C(COc1ccc(F)cc1)Nc1ccc2c(=O)c3cccc(F)c3oc2c1	-27%
Cc1c(C(=O)NC(C)c2ccccc2)sc2ncnc(N(C)C3CCCCC3)c12 (stereo unspecified)	?
O=C(c1ccccc1)N1CCC(NCCN2CCCCC2CO)CC1 (stereo unspecified)	?

# Shown with each value named: 2 of the compounds above.
Cn1nc2n(c1=O)CCN(Cc1ccncc1F)CC2
  KDM5B inhibitor = -26%

CC(C)N1C(=O)C2(CCCC2)C1C(=O)NCCCN1CCN(c2ccccc2)CC1 (stereo unspecified)
  KDM5B inhibitor = 12%

# New compounds follow:
SMILES	KDM5B inhibitor
Cc1ccc(C)n1-c1c(C(=O)N2CCCC2)sc2ncccc12	-4%
CC1=C(C(=O)Nc2cccc(C(F)(F)F)c2)C2(CCN(C(C)C)CC2)OC1=O	-10%
COCCC(=O)N1CCC(Oc2ccc(C(=O)NC(C)CCn3cccn3)cc2)CC1 (stereo unspecified)	25%
O=C(CCOc1ccccc1)Nc1ccc(S(=O)(=O)Nc2ncccn2)cc1	1%
CC(C)NC[C@H]1O[C@@H](CO)[C@@H](O)[C@H]1N1CCN(c2ccccn2)CC1	25µM*
Cn1c(C(=O)Nc2cccc3cccnc23)c(Cl)c2ccccc21	?
CSCc1noc(Cc2c(C)nn(-c3ccccc3)c2C)n1	40%[activator]
COCCN1C(=O)c2ccccc2C(C(=O)Nc2ccccc2OC)C12CCCC2 (stereo unspecified)	?
Cc1cccc(N(C)C(=O)CS(=O)(=O)c2cccc3nsnc23)c1	7%
CCOC(=O)Cn1c(=O)n(CC2CCCO2)c2nc(-c3ccc(OCC)cc3)nc(C(N)=O)c21 (stereo unspecified)	-26%
Cc1noc(NS(=O)(=O)c2ccc(NC(=O)COc3ccccc3Br)cc2)c1C	-23%
COc1ccc([S+](=O)([O-])N2CCC3(CC2)OCCN(CCc2ccccc2)C3=O)cc1	-16%
O=S(=O)(Nc1nc2ccccc2nc1Nc1ccc(F)c(Cl)c1)c1ccc(F)cc1	?
CC(=O)N1CCCc2cc(S(=O)(=O)N3CCC(N(C)C(C)C)CC3)ccc21	24%
Cc1ccc(CNC(=O)c2cc3sc(Cl)cc3n2C)cc1	13%
CCOc1ccc(NC(=O)CN(C)S(=O)(=O)c2cnc[nH]2)cc1	4%
COC[C@H]1C[C@@H](NCC(C)C)[C@H](O)[C@@H]1O	-6%[115 µM]
Cn1ccc2cc(S(=O)(=O)N3CCCN(C(=O)Nc4ccc(Br)cc4)CC3)ccc21	?
CCOC(=O)c1ccc(NC(=O)c2nc(SC)ncc2Cl)cc1	176%[activator]
COc1cc2c(cc1OC)-c1c(c(C(=O)NCCN3CCOCC3)nn1-c1ccc(F)cc1)C2	?
CCOC(=O)C1CCN(C(=O)c2cn3ccnc(-c4ccc(C)cc4)c3n2)CC1	-21%
COC(=O)[C@@H]1Cc2ncn(Cc3ccc(Cl)cc3)c2CN1Cc1ccc(C(=O)O)cc1	?
COc1ccc(NC(=O)NC(C)c2ccccc2)cc1 (stereo unspecified)	16%
CCCCn1c(=O)[nH]c(=O)c2c1nc(COC(=O)C(CC)c1ccccc1)n2C (stereo unspecified)	0%
CCOc1ccccc1Nc1sc(C(=O)c2ccccc2)c(N)c1S(=O)(=O)c1ccc(C)cc1	11%
N#Cc1ccccc1CN1CCN(c2oc(C3CC3)nc2C#N)CC1	-7%

# Only part of the results is shown, so the mix of outcomes need not match the whole.
